SIRT5 block: blocks human SIRT5 desuccinylation of peptide; inhibition, % at 15 µM; actives 1.1% (n = 330,000); Q9NXA8; AID 652115; Purified SirT5, succinyl-peptide AMC, trypsin-coupled fluorescence; in the data active means inhibition above about 15%; inconclusive means no clear call, values can overlap the other calls
CASP6 VEID inh: blocks human caspase-6 cleavage activity. P55212. purified caspase-6, Z-VEID-R110 cleavage fluorescence. inhibition, % at 12.5 µM. actives 0.53% (n = 350,000). AID 686996;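 active means mean inhibition across replicates at least about 35%, with every replicate also reaching that limit, limit read from the data; inconclusive means only one of the two criteria met; inactive means neither criterion met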;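 further: 0% = median of neutral control wells and 100% = no fluorescence left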
DENV2 CPE rescue: DENV2-induced cell death inhibition; DENV2-infected cells, cytopathic effect rescue, plate reader; CPE inhibition, % at 9.99 µM; actives 1.7% (n = 350,000); AID 651640; in the data active means CPE inhibition above about 20%, passing the limit was not always enough; inconclusive means no clear call, values can overlap the other calls; tested in BHK-21 cells;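 further: 0% = median of neutral control wells and 100% = median of positive control wells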
F508del corr: correctors of CFTR F508del function in bronchial epithelial cells | activity (quench increase), % at 7.58 µM | actives 0.36% (n = 350,000) | AID 720511 | CFBE cells, YFP halide quenching; stimulated with forskolin plus potentiator P3; % fluorescence drop versus neutral controls;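 active means mean added fluorescence quench of at least 8% versus neutral control, with both replicates also reaching 8%; inconclusive means only one of the mean or replicate conditions met; inactive means mean below 8% and not both replicates reaching 8%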;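 further: cells transiently co-express mutant CFTR-F508del with the halide-sensitive YFP; corrector assay measuring rescue of mutant channel to the surface after 24 h compound exposure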
miR122 inh: inhibitors of miR-122 in Huh7 cells; Huh7 miR-122 Renilla luciferase sensor, 48 h; neutral wells = 0, positive control = 100; activation (reporter increase), % at 12.5 µM; actives 0.3% (n = 340,000); AID 602342;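 active means mean replicate activation score at least 90 and every replicate individually at or above 90; inconclusive means only one of the two criteria met; inactive means neither criterion met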;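 further: higher luciferase means less miR-122 activity so hits act as miR-122 inhibitors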
ERp5 inh: inhibitors of human ERp5 | actives 0.05% (n = 350,000) | ERp5 insulin aggregation, absorbance 650 nm, 90 min | inhibition, % at 9.99 µM;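 active means mean replicate inhibition above about 25%, with every replicate also reaching it, limit read from the data, passing the limit was not always enough; inconclusive means only one of those two criteria met; inactive means neither criterion met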
ERAP1 HTS inh: blocks human ERAP1 aminopeptidase activity; AID 652197; Q9NZ08; inhibition, % at 10.7 µM; recombinant ERAP1, Leu-AMC fluorescence, 60 min; actives 0.15% (n = 340,000);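 active means mean replicate inhibition of at least 30%, or all replicates individually reaching that 30% level; inactive means mean below 30% and not every replicate reaching it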;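 further: 0% = neutral control wells and 100% = L-leucinethiol positive control wells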
Target sequence (Q9NZ08 whole entry, looked up): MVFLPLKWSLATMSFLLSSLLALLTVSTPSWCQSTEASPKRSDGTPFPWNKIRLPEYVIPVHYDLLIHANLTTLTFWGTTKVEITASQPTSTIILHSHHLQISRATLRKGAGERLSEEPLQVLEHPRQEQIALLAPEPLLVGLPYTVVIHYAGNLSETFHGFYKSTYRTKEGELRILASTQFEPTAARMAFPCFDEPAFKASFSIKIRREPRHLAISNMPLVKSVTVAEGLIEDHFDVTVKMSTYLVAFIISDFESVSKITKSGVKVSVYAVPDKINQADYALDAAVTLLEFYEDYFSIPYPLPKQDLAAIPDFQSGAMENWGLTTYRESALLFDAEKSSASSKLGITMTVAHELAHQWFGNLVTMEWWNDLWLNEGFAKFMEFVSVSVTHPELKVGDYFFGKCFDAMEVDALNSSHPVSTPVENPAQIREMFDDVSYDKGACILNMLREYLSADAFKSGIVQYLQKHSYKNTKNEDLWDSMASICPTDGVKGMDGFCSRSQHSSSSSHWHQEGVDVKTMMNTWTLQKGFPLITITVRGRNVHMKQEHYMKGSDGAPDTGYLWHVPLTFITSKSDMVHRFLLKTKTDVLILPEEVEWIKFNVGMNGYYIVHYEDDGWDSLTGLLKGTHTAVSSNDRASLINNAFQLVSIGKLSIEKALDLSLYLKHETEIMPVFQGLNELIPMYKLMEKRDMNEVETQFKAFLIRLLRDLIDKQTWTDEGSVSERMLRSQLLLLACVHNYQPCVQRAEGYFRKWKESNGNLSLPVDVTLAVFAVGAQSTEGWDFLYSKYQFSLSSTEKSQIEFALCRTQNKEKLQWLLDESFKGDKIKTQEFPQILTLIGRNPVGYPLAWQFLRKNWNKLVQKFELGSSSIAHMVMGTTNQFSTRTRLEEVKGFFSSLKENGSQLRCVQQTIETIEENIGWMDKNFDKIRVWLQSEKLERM
Numbers without * were called inactive; ? = inconclusive; / = not tested or not shown; [ ] = remark or other dose. Rows are unselected; overall some 4% were active at least once.

nr	compound	SIRT5 block	CASP6 VEID inh	DENV2 CPE rescue	F508del corr	miR122 inh	ERp5 inh	ERAP1 HTS inh
1	C[C@@H]1CCCCO[C@@H](CN(C)Cc2ccc(C(F)(F)F)cc2)[C@@H](C)CN([C@@H](C)CO)C(=O)c2cc(NC(=O)CCCN(C)C)ccc2O1	0	2	13	1.2	11[16.7 µM]	1	3
2	Cc1ccc(NC(=O)c2ccc3c(c2)C(=O)N(c2cc(C)ccc2C)C3=O)nc1	-1	5	14	2.1	-4	-5	3
3	COc1ccc(S(=O)(=O)Nc2ccc3c(c2)C(=O)N([C@H](C)CO)C[C@H](C)[C@@H](CN(C)S(=O)(=O)c2ccc(Cl)cc2)OCCCC[C@@H](C)O3)cc1	9	-1	-5	2.1	1[16.7 µM]	-6	0
4	CS(=O)(=O)Nc1ccc2c(c1)[C@@H]1C[C@H](CC(=O)O)O[C@@H](CO)[C@@H]1O2	-4	0	-5	2.2	/	-6	2
5	COc1ccc(O/C(=N\S(=O)(=O)c2ccccc2)c2ccccc2)cc1	-1	3	-1	-3.7	/	0	-4
6	Nc1ccc(-c2nnn(Cc3ccccc3)n2)cc1	-6	2	3	-3.9	/	2	0
7	CC1=NC(C#N)=C(C#N)NC(C)(C)C1	0	-2	8	0.5	-4	2	-2
8	Cc1cc(C(=O)NNC(=O)c2ccc(Cl)cc2Cl)c(C)o1	1	1	-6	0.3	4	10	3

Single records, from the list above.
Entry for CS(=O)(=O)Nc1ccc2c(c1)[C@@H]1C[C@H](CC(=O)O)O[C@@H](CO)[C@@H]1O2 = SIRT5 block: -4; CASP6 VEID inh: 0; DENV2 CPE rescue: -5; F508del corr: 2.2; miR122 inh: /; ERp5 inh: -6; ERAP1 HTS inh: 2
Entry for Cc1cc(C(=O)NNC(=O)c2ccc(Cl)cc2Cl)c(C)o1 = SIRT5 block: 1; CASP6 VEID inh: 1; DENV2 CPE rescue: -6; F508del corr: 0.3; miR122 inh: 4; ERp5 inh: 10; ERAP1 HTS inh: 3
Entry for Cc1ccc(NC(=O)c2ccc3c(c2)C(=O)N(c2cc(C)ccc2C)C3=O)nc1 = SIRT5 block: -1; CASP6 VEID inh: 5; DENV2 CPE rescue: 14; F508del corr: 2.1; miR122 inh: -4; ERp5 inh: -5; ERAP1 HTS inh: 3

New compounds follow
nr	compound	SIRT5 block	CASP6 VEID inh	DENV2 CPE rescue	F508del corr	miR122 inh	ERp5 inh	ERAP1 HTS inh
9	O=C(NCC1CCCN1S(=O)(=O)c1cccs1)c1cccc(Cl)c1 (stereo not given)	-5	-2	-2	2.1	/	1	-1
10	O=C(Nc1ccc(Cl)cc1)N[C@@H]1CC[C@H](CCNC(=O)c2ccccc2F)O[C@H]1CO	2	-1	-10	-0.2	/	-3	1
11	CCC(=O)Nc1cccc(-n2nnnc2SCC(=O)N(C(C)C)C(C)C)c1	8	1	-7	-6.3	0	2	2
12	CC(=O)c1cccc(N2C(=NC(=O)COc3ccccc3)SC3CS(=O)(=O)CC32)c1 (stereo not given)	13	1	5	0.3	-4	1	-1
13	CN(C)CC(=O)N1[C@H](C(=O)NC2CCC2)[C@@H](CO)[C@@H]2Cn3c(ccc(-c4cccc(F)c4)c3=O)[C@@H]21	2	/	/	-3.4	-5[16.7 µM]	12	/
14	CCCCN(C(=O)NC(=O)Nc1ccc(C)cn1)S(C)(=O)=O	-5	-1	7	/	/	-3	12
15	CO/N=C(\Cn1ncc(N2CCOCC2)c(Br)c1=O)c1ccc(Cl)cc1	0	1	0	0.4	/	1	-4
16	CC(CCc1ccccc1)NCC(O)COc1ccccc1 (stereo not given)	-5	3	-5	-1.4	/	1	-5
17	COc1cccc(CN(CCC(C)C)S(=O)(=O)c2cc(Br)ccc2Br)c1	28*	-6	-10	0.3	/	5	/
18	COC(=O)CCC(=O)NC(=S)Nc1cc(Cl)ccc1Cl	0	1	4	/	/	-2	3
19	O=C(O)/C(CC(=O)c1ccc(Cl)cc1)=N/Nc1ccc([N+](=O)[O-])cc1[N+](=O)[O-]	7	7	-6	0.2	-4	3	0
20	COc1ccc(CC(=O)Nc2cc(S(=O)(=O)N3CCCCC3)ccc2C)cc1OC	-2	1	1	1.7	/	3	0
21	COc1cc(CO)cc(Br)c1OCC(=O)Nc1cccc2ccccc12	-5	1	10	-2.7	-1	2	/
22	C[C@@H]1CN([C@@H](C)CO)C(=O)c2cc(NS(=O)(=O)c3ccccc3)ccc2O[C@@H](C)CCCCO[C@H]1CN(C)S(=O)(=O)c1ccc(Cl)cc1	16*	2	3	-1.1	/	-9	-4
23	COc1ccc(CNC(NC(=O)c2ccccc2)(C(F)(F)F)C(F)(F)F)cc1	-7	0	0	/	/	5	-2
24	CN(C)C(=O)C[C@H]1CC[C@H]2[C@@H](COC[C@@H](O)CN2CC2CC2)O1	13	-6	?	1.0	2[16.7 µM]	18	-5

Just ERAP1 HTS inh, CASP6 VEID inh and miR122 inh (two entries from above):
nr	Molecule	ERAP1 HTS inh	CASP6 VEID inh	miR122 inh
3	COc1ccc(S(=O)(=O)Nc2ccc3c(c2)C(=O)N([C@H](C)CO)C[C@H](C)[C@@H](CN(C)S(=O)(=O)c2ccc(Cl)cc2)OCCCC[C@@H](C)O3)cc1	0	-1	1[16.7 µM]
1	C[C@@H]1CCCCO[C@@H](CN(C)Cc2ccc(C(F)(F)F)cc2)[C@@H](C)CN([C@@H](C)CO)C(=O)c2cc(NC(=O)CCCN(C)C)ccc2O1	3	2	11[16.7 µM]

The list goes on.
nr	compound	SIRT5 block	CASP6 VEID inh	DENV2 CPE rescue	F508del corr	miR122 inh	ERp5 inh	ERAP1 HTS inh
25	COc1ccc(CNC(=O)Cn2cnc3c(OCc4ccccc4)ncnc32)cc1	-3	-1	?	1.1	-4	4	-4
26	Nc1cc(N)nc(SCC(=O)Nc2cc(S(=O)(=O)N3CCOCC3)ccc2Cl)n1	1	-8	-13	2.0	/	-8	5
27	CCCCOC(=O)C1=C(C)NC(=O)NC1c1cc2c(cc1Br)OCO2 (stereo not given)	-5	1	3	-11	/	3	1
28	N/C(=N\OC(=O)C1CCCCC1)c1ccc(Br)cc1	-4	-5	-4	0.5	1	-1	3
29	O=C(Nc1nccs1)c1cccc(NC(=O)C(F)(F)F)c1	3	0	-4	-2.6	1	0	/
30	Cc1c(NN=C(C#N)C#N)c(=O)n(-c2ccccc2)n1C	-1	5	-7	-1.3	-1	3	17
31	CC(CCN(C)C)OC(=O)c1ccc(C(C)c2ccccc2)o1 (stereo not given)	-1	-1	/	-3.6	-3	1	-1
32	O=C(COC(=O)C1CC1)Nc1ccc(Cl)cc1Cl	0	1	2	-8.9	4	-6	0
33	COc1ccc(CN(C)C(C)C(=O)Nc2cccc3ccccc23)cc1 (stereo not given)	-3	3	-2	-0.8	1	-1	3
34	COc1ccc(C2=NN(C(=O)CSc3nc(=O)n4ccc(C)cc4n3)C(c3ccc(C)cc3)C2)cc1 (stereo not given)	-4	-1	5	-1.3	/	8	-3
35	NC(=O)C1CCN(S(=O)(=O)c2cc3c4c(c2)CCN4C(=O)CC3)CC1	-4	18	10	2.6	1	-1	-2
36	CCOC(=O)N1CCc2c(sc(NC(C)=O)c2C(N)=O)C1	6	8	-4	1.5	-1	-7	9
37	C[C@H](CO)N1C[C@H](C)[C@H](CN(C)Cc2ccc(-c3ccccc3)cc2)Oc2ccc(NS(=O)(=O)c3cccs3)cc2CC1=O	8	-1	51*	0.1	8[16.7 µM]	-3	4
38	COC(=O)c1ccc(/C=C/c2c(-c3ccc(OC)cc3)oc3ccc(N4CCOCC4)cc23)cc1	-6	-2	-6	9.6*	13	0	3
39	O=S(=O)(Nc1cc(Sc2cccc3cccnc23)c(O)c2ccccc12)c1ccccc1	0	-1	-6	26*	/	2	4
40	CO[C@@H]1CN(C)C(=O)c2cc(NC(=O)C3CCC3)ccc2OC[C@H](C)N(Cc2ccccn2)C[C@H]1C	2	-2	-7	-0.2	/	2	0
41	CC1CC(C)CN(CCCNC(=O)c2nn(C)c3c2CS(=O)(=O)c2ccccc2-3)C1 (stereo not given)	1	0	-1	-0.6	-9	2	-2
42	NC(=O)c1ccc(NS(=O)(=O)c2ccc3ccccc3c2)cc1	4	1	-1	-3.0	70	1	0
43	O=C(NNS(=O)(=O)c1ccc(F)cc1)C1CC(c2cccnc2)=NO1 (stereo not given)	-1	0	-7	-1.4	-3	-5	-2
44	C/C(=N\Nc1ccccn1)c1cccs1	2	-3	6	-2.3	/	-1	2
45	C[C@@H]1CN([C@@H](C)CO)C(=O)c2cc(C#CCN(C)C)cnc2O[C@@H]1CN(C)C(=O)CN1CCOCC1	2	0	0	/	-7[16.7 µM]	4	3
46	Cc1ccc(-c2nc(CN3CCN(C(=O)C4CCCO4)CC3)cs2)cc1 (stereo not given)	-2	-3	19	-2.2	0	-4	-4
47	Cc1noc(C)c1NC(=O)N(C)C[C@H]1OCc2ccccc2-c2c(n(C)c3ccccc23)C(=O)N([C@H](C)CO)C[C@H]1C	1	4	-3	0.3	/	3	2
48	CN1CCC(OC(=O)c2ccco2)CC1	7	3	5	-2.3	-6	2	-2
49	c1ccc2c(c1)OCCOCCOc1ccccc1OCCOCCO2	-1	1	-6	1.6	/	18	0
50	Cn1c(=O)c2c(SCC(=O)NCc3ccco3)nc(CC(C)(C)C)nc2n(C)c1=O	-12	2	5	-0.1	-6	-3	8
51	O=C1CCC(=O)N1c1ccc(NCCc2ccccc2F)c([N+](=O)[O-])c1	7	-1	-4	-4.1	-10	-5	/
52	Cc1cccc(/C=N/NC(=O)c2cc(Br)ccc2O)n1	-3	3	-4	0.0	-12	3	-6
53	COc1ccc(NC(=O)N(C)C[C@H]2Oc3ccc(NC(=O)CCN4CCOCC4)cc3CC(=O)N([C@H](C)CO)C[C@@H]2C)cc1	2	1	3	-0.5	0[16.7 µM]	5	2
54	CC1=C(C(=O)N(C)C)CC(CC(=O)NCCN2CCOCC2)C(=O)N1CCCN1CCCC1=O (stereo not given)	-2	-1	5	0.5	0	3	-3
55	Cc1ccc(SCC(=O)OC(C)C(=O)NCc2ccccc2)cc1C (stereo not given)	2	0	-5	-1.7	/	3	-3
56	O=C(NCCc1ccc(Cl)cc1)c1ccc2c(c1)OCCO2	1	-3	-4	0.5	-4	1	1
57	CCC(=O)N1CCN(c2nc(-c3ccccc3)c3c(c2C#N)CCCC3)CC1	1	-6	/	1.5	-3	4	-3
58	CC(C)C(=O)N(c1cc2sc(=O)oc2c2ccccc12)S(=O)(=O)c1cccs1	-2	20	-8	-3.3	3	3	3
59	COc1ccc(S(=O)(=O)Nc2ccc3c(c2)CC(=O)N([C@@H](C)CO)C[C@H](C)[C@H](CN(C)Cc2ccc(-c4ccccc4)cc2)O3)cc1	11	-3	17	5.2	1[16.7 µM]	12	-4
60	CCN(Cc1cnn(C)c1)C(=O)c1cc(COc2ccc(F)cc2F)on1	-4	0	1	-0.1	-6	3	-3
